Bioassay records (PubChem)
MEKK3 PB1 HTS: modulators of MEKK3-MEK5 PB1 binding, primary screen, biochemical, wildtype MEKK3, multiplex bead flow cytometry, Alexa488-MEK5 | Mitogen-activated protein kinase kinase kinase 3 (Homo sapiens), Q99759 | bead-based flow cytometry, Alexa488-MEK5 binding to MEKK3; actives lie on both sides; 0 = blocked by unlabeled MEK5, 100 = vehicle | binding response (% of control), % at 10 µM | hit rate 1.4% among 290,000 | AID 1529, 2009;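 active = binding response more than 3 SD above or below the average of its plate-row segment, actives on both sides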;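 note: Alexa488 bead fluorescence after subtracting the streptavidin-only scavenger bead signal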
NALP1 inh: NALP1 inflammasome inhibitors in reconstituted yeast, colorimetric, S. cerevisiae, triplicate retest | S. cerevisiae NALP1/ASC/caspase-1 growth, X-gal OD620, 72 h | inhibition, % at 10 µM | hit rate 0.61% among 280,000 | AID 2071, 2009; in the data active = inhibition mostly above about 24%, no sharp cut-off; inactive = mostly below about 32%; note: some compounds called inactive have numbers as strong as hits
IDE cell inh: human IDE inhibitors in live cells, primary screen, fluorescence polarization, HEK cells, FAbetaB substrate; Insulin-degrading enzyme (Homo sapiens), P14735; FAbetaB cleavage; inhibition, % at 5.59 µM; hit rate 0.41% among 320,000; AID 434962, 2010;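 active = percent inhibition above the average of all tested compounds plus 3 SD, set per screening campaign, cut at about 16% in these data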;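 note: IDE supplied by intact live HEK cells; FP after avidin binding of uncleaved biotin substrate so inhibition keeps polarization high; 0% = DMSO wells and 100% = 60 µM reference IDE inhibitor Ii1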
MEKK2wt PB1 HTS: modulators of MEK5 binding to wildtype MEKK2, primary screen, biochemical, multiplex bead flow cytometry, Alexa488-MEK5. Mitogen-activated protein kinase kinase kinase 2 (Homo sapiens), Q9Y2U5. hit rate 1.1% among 290,000. binding response (% of control), % at 10 µM. Alexa488-MEK5 binding to MEKK2 WT; actives lie on both sides; in the data active = binding response below about 67% or above about 130%
M18AAP inhibitor: PfM18AAP inhibitors, malaria aminopeptidase, primary screen, biochemical, QFRET, recombinant enzyme. M18 aspartyl aminopeptidase (Plasmodium falciparum 3D7). H-Glu-NHMec fluorogenic cleavage. inhibition, % at 7.35 µM. hit rate 1.2% among 290,000;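 active = inhibition above the campaign mean inhibition over all tested compounds plus 3 SD, cut at about 28% in these data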;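 note: 0% = plate median of test compound wells and 100% = 2 mM ZnCl2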
IDE cell activ: human IDE activators in live cells, primary screen, fluorescence polarization, HEK cells, FAbeta-B substrate. FAbeta-B cleavage; 0% vehicle, 100% cell-free pure enzyme wells. activation, % at 5.96 µM. hit rate 0.073% among 340,000;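 active = activation above the mean of all tested compounds plus 3 SD, set per screening campaign, cut at about 17% in these data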
SUMO HTRF inh: inhibitors of in vitro SUMOylation cascade, primary screen, biochemical, HTRF, uHTS; SUMO-conjugating enzyme UBC9 (Homo sapiens), P63279; HTRF SUMOylation assay, SAE1/SAE2 + UBC9; inhibition, % at 35 µM; hit rate 0.36% among 290,000; AID 2006, 2009; in the data active = inhibition above about 50%, passing the limit was not always enough; note: strong numbers were not always called active
p-CIP stab down: p/CIP-EGFP fusion destabilizers, primary screen, fluorescence, F442A cells | Q05BA5 | 16 h | decrease of EGFP signal, % at 10 µM | hit rate 0.01% among 290,000 | AID 1984, 2009;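 active = EGFP signal decrease of at least 30% at 10 µM or well 3 SD below plate mean, unless failing retest; inactive = the rest, including hits failing retest or dose response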; note: some compounds called inactive have numbers as strong as hits; many of its hits are not listed in these tables
Target sequence (Q05BA5 1-1403): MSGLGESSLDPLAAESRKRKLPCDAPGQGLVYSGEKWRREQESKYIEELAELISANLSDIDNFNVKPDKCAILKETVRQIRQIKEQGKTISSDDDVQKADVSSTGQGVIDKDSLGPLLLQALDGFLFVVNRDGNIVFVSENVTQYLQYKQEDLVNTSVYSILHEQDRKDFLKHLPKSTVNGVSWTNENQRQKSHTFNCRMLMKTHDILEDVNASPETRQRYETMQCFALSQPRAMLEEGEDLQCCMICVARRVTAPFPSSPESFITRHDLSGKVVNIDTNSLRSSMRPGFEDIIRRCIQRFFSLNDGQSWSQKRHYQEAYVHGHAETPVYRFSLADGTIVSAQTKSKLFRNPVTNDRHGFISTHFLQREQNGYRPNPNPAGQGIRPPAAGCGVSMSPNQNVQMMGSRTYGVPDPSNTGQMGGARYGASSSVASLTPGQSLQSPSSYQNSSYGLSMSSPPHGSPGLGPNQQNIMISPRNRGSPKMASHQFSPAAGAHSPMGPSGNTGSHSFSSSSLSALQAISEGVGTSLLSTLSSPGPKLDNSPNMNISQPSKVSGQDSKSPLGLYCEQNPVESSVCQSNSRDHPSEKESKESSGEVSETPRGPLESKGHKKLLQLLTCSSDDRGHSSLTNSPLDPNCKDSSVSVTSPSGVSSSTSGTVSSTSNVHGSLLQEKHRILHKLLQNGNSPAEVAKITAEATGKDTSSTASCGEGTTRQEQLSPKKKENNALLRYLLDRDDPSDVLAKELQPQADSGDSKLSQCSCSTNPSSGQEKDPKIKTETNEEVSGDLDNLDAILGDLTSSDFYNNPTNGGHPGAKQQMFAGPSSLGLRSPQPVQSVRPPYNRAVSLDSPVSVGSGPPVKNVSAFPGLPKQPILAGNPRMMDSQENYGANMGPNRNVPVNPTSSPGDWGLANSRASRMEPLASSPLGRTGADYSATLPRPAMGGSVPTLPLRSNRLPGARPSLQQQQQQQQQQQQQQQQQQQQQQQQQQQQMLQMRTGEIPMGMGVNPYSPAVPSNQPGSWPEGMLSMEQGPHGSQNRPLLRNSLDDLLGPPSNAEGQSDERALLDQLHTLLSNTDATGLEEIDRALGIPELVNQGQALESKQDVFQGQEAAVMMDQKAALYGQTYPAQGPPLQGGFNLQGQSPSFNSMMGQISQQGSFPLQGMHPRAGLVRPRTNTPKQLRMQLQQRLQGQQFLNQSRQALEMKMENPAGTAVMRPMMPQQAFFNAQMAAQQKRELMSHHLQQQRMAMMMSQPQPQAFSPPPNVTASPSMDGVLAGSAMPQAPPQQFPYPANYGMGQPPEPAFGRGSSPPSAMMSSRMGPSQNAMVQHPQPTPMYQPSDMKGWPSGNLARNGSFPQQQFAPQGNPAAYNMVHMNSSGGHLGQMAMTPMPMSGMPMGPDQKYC
MEKK2mut PB1 HTS: MEK5 binding signal on mutant MEKK2 PB1, primary screen, biochemical, multiplex bead flow cytometry, Alexa488-MEK5; Alexa488-MEK5 binding to MEKK2 mutant; percent response, % at 10 µM; hit rate 0.35% among 290,000; AID 1530, 2009; in the data active = percent response above about 24%, passing the limit was not always enough; note: inactives centre near 1; some results filed as inactive read as strong as hits; reference of the scale not given here
* = called active by the depositor; x = not tested or not shown. An excerpt (hit frequency here may not be typical).

MEKK3 PB1 HTS	NALP1 inh	IDE cell inh	MEKK2wt PB1 HTS	M18AAP inhibitor	IDE cell activ	SUMO HTRF inh	p-CIP stab down	MEKK2mut PB1 HTS	canonical_smiles
89.0	21.9	4.5	102.0	-2.1	4.0	3.4	-10.4	0.0	CC1(C)CC(=O)C/C(=N\NC(=O)Cc2ccccc2)C1
99.0	24.5	-3.7	90.0	4.1	0.9	23.9	-5.9	0.0	Cc1cccc(N2CCN(C(=O)c3cc4c(=O)n(C)c5ccccc5c4n3C)CC2)c1C
101.0	17.9	-0.1	103.0	-2.5	2.8	-5.2	-0.2	-2.0	CCCNC(=O)NC(=O)CN1C(=O)NC(C)(c2ccc3ccccc3c2)C1=O (stereo unspecified)
89.0	35.3	2.9	92.0	-1.3	4.0	-10.7	9.5	-6.0	CCn1c(SCC(=O)Nc2nc3c(s2)CCCC3)nnc1-c1ccccc1
102.0	28.9	-0.8	101.0	-2.7	-2.5	3.8	6.2	-1.0	Cc1ccc(CN(C(=O)c2cccs2)C2CCS(=O)(=O)C2)cc1 (stereo unspecified)
103.0	7.7	2.0	99.0	5.2	11.2	18.3	21.7	-5.0	Cc1cc(NC(=O)c2ccc(C#N)cc2)n(-c2ccccn2)n1
102.0	0.6	6.4	107.0	3.5	-12.4	1.1	-21.2	7.0	CCc1ccc(NC2=CC(=O)CC(C)(C)C2)cc1
102.0	12.1	x	102.0	-10.0	6.4	20.3	-25.3	2.0	CCOc1ccccc1NC(=O)C1CCC(=O)N1S(=O)(=O)c1ccc(C)cc1 (stereo unspecified)
97.0	15.8	8.4	101.0	-4.6	0.1	24.8	0.4	1.0	COc1cccc(OC)c1OCCNCCO
99.0	x	7.2	97.0	0.0	4.8	x	x	-1.0	O=C(NCC(=O)N(c1ccccc1)C(C(=O)NC1CCCC1)c1ccncc1)c1ccco1 (stereo unspecified)
102.0	-7.7	-0.7	106.0	-0.9	5.1	-7.5	7.5	1.0	COc1ccc(Cc2nc(-c3ccc(Cl)cc3)no2)cc1
94.0	-3.4	2.6	87.0	14.8	-6.8	7.2	-0.7	-4.0	Cn1cccc1/C=C1\CC(C(C)(C)C)C/C(=C\c2cccn2C)C1=O (stereo unspecified)
95.0	23.6	12.3	116.0	-8.0	-1.7	-5.5	-20.2	3.0	COc1ccc(Nc2nc(N3CCN(C)CC3)nc3ccccc23)c(OC)c1
98.0	14.7	2.6	99.0	9.7	1.3	12.8	-4.4	3.0	O=[N+]([O-])c1nn(-c2ccc3c(c2)OCCO3)n(O)c1=NC1CCCC1
104.0	4.0	2.9	102.0	-3.1	0.6	5.8	-5.9	-1.0	COC(=O)C1C(=O)C=C(Nc2ccc(F)cc2F)CC1c1ccc(OC)cc1 (stereo unspecified)
85.0	-10.0	2.6	90.0	-6.9	-0.2	-12.7	15.4	-8.0	CC1(CCc2ccccc2)NC(=O)N(Cc2nnc(-c3ccccc3Br)o2)C1=O (stereo unspecified)
102.0	-2.9	0.0	101.0	-8.4	3.6	1.0	-9.6	-1.0	CC(=O)Nc1ccc(S(=O)(=O)NCCN2CCOCC2)cc1
96.0	23.6	1.9	94.0	-9.2	-1.2	6.1	5.5	-5.0	CCCC(=O)Nc1nc2ccc(NC(=O)c3c(F)c(F)c(OC)c(F)c3F)cc2s1
89.0	-6.8	0.1	87.0	-5.7	x	18.6	-12.2	-11.0	O=C(O)CCNC1C=CS(=O)(=O)C1 (stereo unspecified)
94.0	16.4	3.7	96.0	0.3	5.8	18.4	-8.5	-2.0	CCOC(=O)c1nnn(-c2nonc2N)c1COc1c(C=O)cccc1OC
76.0	5.8	5.4	73.0	-5.2	1.3	9.4	-3.1	-19.0	Cc1ccc(OCC(=O)N2CCN(c3nnc(-c4ccc(C)cc4)c4ccccc34)CC2)cc1
91.0	12.6	4.1	91.0	-6.5	4.9	19.6	-19.6	-13.0	O=S(=O)(c1cccs1)N1CN(Cc2ccco2)c2nc3ccccc3nc21
101.0	48.2	3.2	98.0	-12.0	3.1	13.2	-11.3	2.0	Cc1cc(C)n(CCOc2ccc(Cl)cc2Cl)n1
101.0	40.0	-0.9	103.0	4.3	-2.9	-5.3	-11.0	4.0	O=C(OCC(=O)N1CCCC1)c1ccccc1OCc1ccccc1
103.0	55.2*	2.9	102.0	-1.0	-0.3	22.5	-1.8	-1.0	Cc1cc(Br)ccc1OCCn1ccnc1
94.0	11.9	-0.6	98.0	-1.4	2.0	-6.8	-3.0	-9.0	Cc1nc2ccccc2c2oc(C(=O)N3CCCC(C)C3)cc12 (stereo unspecified)
104.0	13.0	3.4	101.0	1.0	5.6	2.1	4.5	3.0	Cc1c(C(=O)N2CCCCC2C)sc2nc3n(c(=O)c12)CCC3 (stereo unspecified)
98.0	-3.2	1.6	101.0	4.7	0.7	7.3	2.2	0.0	CCC(C)(C)NC(=O)C1CCCN(S(=O)(=O)c2ccc3c(c2)CC(C)N3C(=O)C2CC2)C1 (stereo unspecified)
99.0	-10.6	0.0	102.0	4.6	-0.1	9.6	-6.9	3.0	Cc1ccc(CN2C(=O)CCC2C(=O)NCCc2ccccc2)cc1 (stereo unspecified)
101.0	8.2	x	101.0	-0.7	3.0	20.7	-5.5	4.0	CCCOc1ccccc1/C=C1\SC(N)=NC1=O
96.0	-16.7	3.3	95.0	6.8	x	-1.9	2.3	-3.0	Cc1[nH]c(=S)c(C#N)c(C)c1Cc1ccccc1
98.0	23.6	0.5	101.0	1.0	-1.2	17.2	-7.1	-5.0	Clc1cccc(CN2CCN(Cc3ccco3)CC2)c1
96.0	10.6	-2.7	95.0	7.8	4.6	5.1	4.0	-7.0	O=C(CN1CCCCC1)N1CCN(S(=O)(=O)c2ccccc2)C1
100.0	11.5	0.1	98.0	7.2	1.8	-12.6	3.9	-1.0	COc1cc2c(cc1OC)C1=NC(=O)CN1C(SCc1ccccc1C)=N2
98.0	-8.4	1.6	100.0	10.7	7.8	8.6	-10.1	2.0	O=C(CCn1c(=O)c2cccn2c2cccnc21)N1CCN(c2cccc(Cl)c2)CC1
102.0	4.1	1.6	102.0	2.3	4.2	5.8	-4.1	8.0	Cc1ccc(C(=O)OCC(=O)NCCC2=CCCCC2)s1
118.0	-65.3	6.6	98.0	-6.2	1.4	-4.3	-9.9	3.0	CC12CCC(C/C1=N\OC(=O)c1ccc(F)cc1)C2(C)C (stereo unspecified)
94.0	x	0.6	88.0	-3.8	2.4	-5.5	5.1	-17.0	O=c1[nH]c(CSc2ncnc3sccc23)nc2cc(C(F)(F)F)ccc12
109.0	-56.3	-6.3	99.0	-11.4	-3.3	3.1	13.3	3.0	Cc1nn(Cc2ccc(Cl)cc2)c(C)c1NC(=O)c1c(-c2ccccc2)noc1C
111.0	x	-1.0	105.0	-1.3	-4.0	9.0	-2.6	1.0	O=C(O)C1C2C=CC(C2)C1C(=O)Nc1ccc2c(c1)OCCO2 (stereo unspecified)

Compounds shown so far containing a cyano group, in the order listed:
MEKK3 PB1 HTS	NALP1 inh	IDE cell inh	MEKK2wt PB1 HTS	M18AAP inhibitor	IDE cell activ	SUMO HTRF inh	p-CIP stab down	MEKK2mut PB1 HTS	canonical_smiles
103.0	7.7	2.0	99.0	5.2	11.2	18.3	21.7	-5.0	Cc1cc(NC(=O)c2ccc(C#N)cc2)n(-c2ccccn2)n1
96.0	-16.7	3.3	95.0	6.8	x	-1.9	2.3	-3.0	Cc1[nH]c(=S)c(C#N)c(C)c1Cc1ccccc1

(continued)
MEKK3 PB1 HTS	NALP1 inh	IDE cell inh	MEKK2wt PB1 HTS	M18AAP inhibitor	IDE cell activ	SUMO HTRF inh	p-CIP stab down	MEKK2mut PB1 HTS	canonical_smiles
103.0	19.5	0.9	96.0	2.4	5.0	-3.0	-13.2	3.0	CCCOc1ccc(CN(C)c2ncnc(N)n2)cc1
94.0	13.4	2.9	105.0	-3.1	-1.6	19.5	-6.5	4.0	O=C(Nc1ccc(Cl)cc1)NC1(C(=O)NCCCN2CCOCC2)CCCCC1
105.0	-9.3	8.3	111.0	5.0	-1.8	10.1	-3.5	6.0	CCOC(=O)N1CCC(NC(=O)Cn2ncc3c2-c2cc(C)ccc2OC3)CC1
98.0	15.1	-2.9	99.0	-0.8	5.1	4.7	3.6	-4.0	Cc1cc(C(=O)OCC(N)=O)c(C)n1-c1ccccc1
96.0	2.1	x	98.0	-1.1	2.9	-9.2	6.4	-5.0	C/C(=C\c1ccc(F)cc1)C(=O)c1c(C)cc(C)[nH]c1=O
96.0	8.4	-3.9	93.0	6.0	x	-2.7	-8.2	-1.0	CCOc1ccccc1NC(=O)c1ccc([N+](=O)[O-])cc1
103.0	15.5	4.2	102.0	5.5	4.5	5.9	-0.1	3.0	Cc1ccc(-n2ncc(Cl)c2C(=O)NC2CC2)cc1
97.0	-0.3	-8.2	105.0	3.2	1.2	-6.1	-17.2	6.0	COc1ccc(C(=O)Nc2ccc3c(c2)OCCO3)cc1
146.0*	19.3	5.2	107.0	-5.6	3.8	-4.3	6.4	0.0	Cn1c(N/N=C\c2cccc(O)c2)cc(=O)n(C)c1=O
97.0	-14.7	-1.8	95.0	2.0	2.1	2.1	-12.4	-3.0	COCCOC(=O)c1c(C)oc2ccc(OS(C)(=O)=O)cc12
102.0	-32.2	7.7	96.0	-1.3	0.4	5.0	12.3	-4.0	Cn1cnnc1SCC(=O)Nc1ccccc1Oc1ccccc1
96.0	19.0	-1.1	99.0	-12.8	3.5	6.3	-8.8	-1.0	O=C(C1CCN(c2nnc(N3CCCC3=O)s2)CC1)N1CCN(c2cccc(C(F)(F)F)c2)CC1
97.0	5.9	3.3	97.0	-1.4	-1.2	-7.3	-18.9	-5.0	O=C(COc1ccccc1Cl)Nc1ccc(N2CCN(C(=O)c3ccccc3)CC2)cc1
98.0	28.2	3.8	104.0	-0.9	2.9	11.4	-18.5	1.0	CCOC(=O)C1CCN(CC(O)COc2ccc(C(C)(C)C)cc2)CC1 (stereo unspecified)
103.0	x	-0.2	101.0	-5.2	6.0	4.2	-1.9	1.0	C=CCNC(=S)NNC(=O)CC12CC3CC(CC(C3)C1)C2
97.0	5.9	3.0	98.0	-4.0	-1.6	-6.8	0.0	-2.0	CC(=O)Nc1cccc(Oc2cc(C#N)c(C#N)cc2N2CCOCC2)c1
99.0	-11.4	0.6	96.0	-10.6	5.4	9.9	-5.0	-4.0	CCCCOc1cccc(C(=O)N(Cc2ccccc2)C2CCS(=O)(=O)C2)c1 (stereo unspecified)
100.0	7.5	1.2	100.0	16.7	x	17.5	-17.7	2.0	Cc1ccc(/C([O-])=C(/C(=S)NCc2ccco2)[n+]2ccccc2)cc1
101.0	4.3	1.2	99.0	-4.2	-2.3	4.5	-2.1	5.0	Cc1cccnc1CNC(=O)C1CCC(=O)N(CCc2cccc(F)c2)C1 (stereo unspecified)
